Screens as filed in PubChem.
APJ agonist – agonists of human apelin receptor APJ, primary screen, CHO-K1 cells, PathHunter beta-arrestin, luminescence. P35414. 0% DMSO wells, 100% apelin. activation, % at 20 µM. hit rate 0.11% among 330,000. AID 2520, 2010;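 active = activation more than six SD over the plate average, tested at 20 µM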;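 also: 0% = DMSO alone and 100% = apelin-13 at 10 nM; some results filed as inactive read as strong as hits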
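system = engineered CHO-K1 APJ arrestin reporter cells | input = 1000 cells per well | timing = overnight seeding, 90 min compound at 25 °C, 1 h detection | measured by = enzyme-fragment complementation luminescence | read-out = beta-arrestin recruitment to APJ as agonist activity, luminescent signal | control set = negative DMSO alone, positive Apelin-13 at 10 nM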
CXCR6 block – CXCR6 receptor inhibitors, primary screen, cell-based, beta-arrestin, luminescence, CHO-K1 PathHunter, 1536-well; C-X-C chemokine receptor type 6 (Homo sapiens), O00574; inhibition, % at 20 µM; hit rate 0.36% among 360,000; AID 602244, 2012; in the data active = inhibition above about 34%, passing the limit was not always enough;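 also: antagonist mode with CXCL16 agonist at 10 nM final; 0% = 10 nM CXCL16 with DMSO and 100% = unstimulated wells without agonist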
Target sequence (O00574 whole entry, looked up): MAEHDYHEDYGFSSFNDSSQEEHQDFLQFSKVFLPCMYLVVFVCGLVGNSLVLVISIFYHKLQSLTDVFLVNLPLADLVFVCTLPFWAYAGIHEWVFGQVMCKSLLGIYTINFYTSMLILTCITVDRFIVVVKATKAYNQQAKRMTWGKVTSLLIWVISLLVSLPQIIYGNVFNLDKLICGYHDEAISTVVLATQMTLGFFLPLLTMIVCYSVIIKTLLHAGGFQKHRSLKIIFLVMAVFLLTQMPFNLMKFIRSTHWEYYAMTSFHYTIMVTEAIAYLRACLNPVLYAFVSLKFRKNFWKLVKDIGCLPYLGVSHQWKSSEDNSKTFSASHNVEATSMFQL
ATG4B inh – ATG4B protease inhibitors, primary screen, biochemical, fluorescence, uHTS | ATG4B cleavage of LC3-PLA2, NBD-HPC fluorescence, 1 h | inhibition, % at 8.33 µM | hit rate 0.51% among 340,000; in the data active = inhibition above about 40%
Target sequence (Q9Y4P1 whole entry, looked up): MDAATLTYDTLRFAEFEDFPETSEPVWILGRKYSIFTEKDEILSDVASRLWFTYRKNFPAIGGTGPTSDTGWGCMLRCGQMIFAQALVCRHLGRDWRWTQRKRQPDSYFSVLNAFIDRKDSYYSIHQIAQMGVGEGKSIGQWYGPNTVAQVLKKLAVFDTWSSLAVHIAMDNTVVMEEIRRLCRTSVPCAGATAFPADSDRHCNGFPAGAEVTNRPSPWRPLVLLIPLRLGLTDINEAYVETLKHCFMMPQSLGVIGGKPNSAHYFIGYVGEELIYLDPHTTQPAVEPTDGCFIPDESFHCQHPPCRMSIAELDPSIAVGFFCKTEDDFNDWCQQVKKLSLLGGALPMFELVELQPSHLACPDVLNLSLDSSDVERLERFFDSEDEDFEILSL
APJ antagonist – antagonists of human apelin receptor APJ, primary screen, CHO-K1 cells, beta-arrestin complementation, luminescence; hit rate 0.32% among 330,000; P35414; inhibition, % at 20 µM;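 active = inhibition above about 40% at 20 µM, limit read from the data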;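 also: cells challenged with 10 nM apelin-13 agonist together with compound; plate controls were apelin-13 plus DMSO wells for no effect and DMSO wells lacking apelin-13 for full effect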
CCR6 antag – CCR6 receptor antagonists, primary screen, cell-based, CHO-K1, luminescence, beta-arrestin, uHTS; hit rate 0.49% among 340,000; AID 493098, 2011; CHO-K1 CCR6 PathHunter beta-arrestin, CCL20-stimulated; inhibition, % at 20 µM;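 active = compounds whose inhibition of the agonist-driven luminescence signal at 20 µM reaches about 50%, limit read from the data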;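 also: cells stimulated with CCL20 at 14 nM final; plate controls were DMSO with CCL20 for no effect and DMSO without agonist for full effect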
Gli-Sufu block – Gli-Sufu pathway antagonists, primary screen, luciferase luminescence, Sufu-KO-LIGHT cells, uHTS. Sufu-KO-LIGHT fibroblasts, Gli luciferase reporter luminescence. inhibition, % at 5 µM. hit rate 0.74% among 340,000. AID 588413, 2011;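 active = inhibition above about 55%, limit read from the data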;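 also: 0% = DMSO-treated cells and 100% = wells with medium but no cells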
UBC13 polyUb – UBC13 polyubiquitin chain formation inhibitors, primary screen, biochemical, TR-FRET, uHTS. hit rate 0.47% among 330,000. Ubiquitin-conjugating enzyme E2 N (Homo sapiens), P61088. inhibition, % at 20 µM. AID 485273, 2010; in the data active = inhibition above about 45%, passing the limit was not always enough
EBI2 antag – EBI2 receptor antagonists, beta-arrestin recruitment, primary screen, cell-based, luminescence, 7a,25-OHC stimulation, uHTS | 7a,25-OHC stimulated | inhibition, % at 5 µM | hit rate 0.81% among 360,000 | G-protein coupled receptor 183 (Homo sapiens), P32249; in the data active = inhibition above about 38%;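 also: enzyme fragment complementation signal reports receptor beta-arrestin coupling in cells; 0% = agonist plus DMSO wells and 100% = wells without agonist; some results beyond the cut were filed as inactive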
Target sequence (P32249 whole entry, looked up, the tested form may be a part): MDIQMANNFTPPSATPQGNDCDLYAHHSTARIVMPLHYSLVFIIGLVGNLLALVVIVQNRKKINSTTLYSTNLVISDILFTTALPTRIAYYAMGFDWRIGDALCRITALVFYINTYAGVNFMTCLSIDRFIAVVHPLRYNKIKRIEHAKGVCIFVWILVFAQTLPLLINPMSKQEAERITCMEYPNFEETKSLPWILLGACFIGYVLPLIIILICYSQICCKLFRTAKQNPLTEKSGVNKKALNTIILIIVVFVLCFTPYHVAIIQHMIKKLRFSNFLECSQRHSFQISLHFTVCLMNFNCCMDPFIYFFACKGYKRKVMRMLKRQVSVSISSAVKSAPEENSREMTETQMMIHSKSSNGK
* = called active by the depositor; nt = not tested or not shown; & = joins results of further samples.

SMILES | APJ agonist | CXCR6 block | ATG4B inh | APJ antagonist | CCR6 antag | Gli-Sufu block | UBC13 polyUb | EBI2 antag
CCOc1ccc(C(=O)Nc2ccc3[nH]ncc3c2)cc1 | -2 | -11 | 2 | 8 | 23 | -74 | 4 | -12
O=C(O)CCCNS(=O)(=O)c1ccccc1 | 13 | -1 | -12 | -2 | -24 | -20 | -9 | -3
O=C(NCc1cccc(Cl)c1)c1cccc(S(=O)(=O)N2CCCCC2)c1 | -3 | 8 | 13 | -4 | 15 | -7 | 10 | -4
Cn1ccnc1SCC(=O)Nc1cc(C(F)(F)F)ccc1N1CCOCC1 | -3 | 0 | -1 | 2 | 5 | 4 | 2 | 6
COc1ccc(S(=O)(=O)Nc2c(F)cccc2F)cc1 | -4 | -6 | 20 | -27 | 4 | 4 | 1 | -4
CN1CCN(C(=O)CC23CC4CC(CC(C4)C2)C3)CC1 | -3 | -1 | -14 | -6 | 8 | 8 | -2 | 2
NS(=O)(=O)c1ccc(N/C=C\C(=O)c2ccc(F)cc2)cc1 | -1 | -2 | -1 | -21 | 1 | -89 | 19 | -1
COc1ccc(-c2nc(CN3CCCCC3c3cccnc3)c(C)o2)c(F)c1 (stereo not drawn) | -4 | -1 | 4 | -7 | 11 | 3 | 0 | -5
O=C(Nc1cccnc1)c1cc(-c2ccc(Br)cc2)nc2ccccc12 | 4 | 0 | -14 | -13 | 0 | -26 | -8 | -6
COc1cc(OC)c2c(c1)C(=O)OC2OC (stereo not drawn) | 2 | -16 | -3 | 1 | 6 | -3 | 0 | -16
CCOC(=O)COn1c(=O)c(-c2ccc(F)cc2)[n+]([O-])c2ccccc21 | 3 | -6 | -12 | -2 | -2 | -6 | 4 | 0
CN(CC(=O)Oc1ccc(-c2nnco2)cc1)S(=O)(=O)c1ccc(F)cc1 | -2 | -12 | 2 | -13 | -2 | -7 | 6 | -5
CN(C)c1ccc(N=Cc2nc(-c3ccccc3)oc2OC(=O)c2cccc(Br)c2)cc1 | 7 | 13 | -14 | -12 | 29 | -48 | -11 | 15
Cc1cccc(CC2CC(=O)N(CCc3ccc4c(c3)OCO4)C2=O)c1 (stereo not drawn) | -2 | -2 | -5 | -7 | 0 | -5 | -19 | 1
Cc1ccc(Cn2nc(C)cc2C(=O)Nc2ccccc2Cl)cc1 | -2 | -6 | -3 | -9 | 22 | -21 | 7 | 7
CCCS(=O)(=O)N1CCC(C(=O)NCCCOCC)CC1 | -4 | -2 | -2 | 3 | -14 | -5 | 10 | -4
CCn1c(SCC(=O)N2CCCC2)nc2c1c(=O)n(C)c(=O)n2C | -5 | 1 | 2 | 9 | -2 | 4 | 0 | -1
COC(=O)c1cccc(NC(=S)Nc2cccc(Cl)c2Cl)c1 | -1 | -3 | 44* | 27 | -1 | 3 | 3 | -23
Nc1c(Cl)ncnc1N/N=C/c1cccc(O)c1 | -3 | -2 | -5 | 8 | 1 | 11 | 62* | 3
O=C(CSc1ccc(Cl)cc1)N1CCOCC1 | 2 | -1 | -11 | 5 | -8 | -13 | 8 | 18
CC(=O)Nc1ccc(/C(C)=N/Nc2nc(Nc3ccccc3)nc(N3CCOCC3)n2)cc1 | -1 | 3 | -15 | 7 | -3 | 26 | -12 | -4
Cc1ccc(C(=O)NNC(=O)OC(C)(C)C)c(Cl)c1 | -2 | 3 | -8 | -26 | -10 | 3 | 8 | -23
COc1ccc(Cl)cc1NC(=O)C[n+]1ccccc1 | -1 | -3 | -9 | 13 | 5 | 35 | 8 | -8
COc1ccc2c(c1)C(c1ccc(Cl)cc1)NC(=O)C2 (stereo not drawn) | -3 | -6 | -5 | -39 | -7 | -2 | -9 | 0
COc1cc(C(=O)OCC(=O)Nc2ccc(C)cc2)cc(OC)c1OC | -2 | 1 | -4 | 0 | 16 | 28 | 4 | -13
(more compounds)
SMILES | APJ agonist | CXCR6 block | ATG4B inh | APJ antagonist | CCR6 antag | Gli-Sufu block | UBC13 polyUb | EBI2 antag
CCN(CC)CCC(O)(c1ccccc1)C1CCCCC1 (stereo not drawn) | -3 | 11 | 0 | -1 | 8 | 9 | 7 | -4
COc1ccc(CCNS(=O)(=O)c2ccc([N+](=O)[O-])cc2)cc1OC | -2 | -6 | -7 | -27 | -20 | -3 | -2 | -3
C[C@H]1CN([C@@H](C)CO)C(=O)c2cccc(NC(=O)Nc3ccc(C(F)(F)F)cc3)c2O[C@@H]1CN(C)S(=O)(=O)c1ccccc1 | -2 | -9 | nt | 12 | -16 | 22 | 38 | 25
COCCN(C(=O)c1cc2c(s1)CCCCC2)c1c(N)n(CC(C)C)c(=O)[nH]c1=O | 2 | -4 | 1 | 2 | 4 | -4 | 0 | 2
CNC(=O)c1ccsc1NC(=O)c1ccc(Cl)s1 | -1 | 2 | -5 | 10 | 9 | -5 | 10 | 6
O=C1c2ccccc2-c2n[nH]c3cccc1c23 | 0 | -15 | -10 | -27 | 8 | 0 | 9 | -9
COCC(=O)N(C)C[C@H]1N[C@@](C)(C(=O)OC)[C@H]2C(=O)N(Cc3ccccc3)C(=O)[C@@H]12 | -2 | 4 | -9 | 0 | -9 | 4 | 5 | -2
CCN(CC)S(=O)(=O)c1ccc(N2CCCC2)c(NC(=O)C2CSC3(C)CCC(=O)N23)c1 (stereo not drawn) | -8 | -16 | 0 | 8 | 4 | 7 | 1 | -1
CC(C)CC(=O)N[C@H](C(=O)N[C@H](C(=O)N[C@@H](CC(C)C)[C@@H](O)CC(=O)N[C@@H](C)C(=O)N[C@@H](CC(C)C)[C@@H](O)CC(=O)O)C(C)C)C(C)C | 1 | 7&-2 | 1 | 12 | 1 | 1 | -8 | 9&3
O=C(CN1C(=O)c2cccc([N+](=O)[O-])c2C1=O)N1CCN(c2ccc(F)cc2)CC1 | -2 | -4 | -7 | -4 | -6 | -7 | -10 | -10
COc1ccc(NC(=O)CSc2ccc(-c3ccco3)nn2)c(OC)c1 | 3 | -3 | -1 | -9 | -5 | -15 | -6 | -5
Cc1nc(C)n(CC(C)C(=O)N2CCN(S(=O)(=O)c3ccc(Cl)cc3)CC2)n1 (stereo not drawn) | -2 | -4 | 0 | 5 | -3 | -17 | 2 | -7
NCCN1CCN2C(=O)CN(C(=O)c3ccccc3)CC12 (stereo not drawn) | -3 | nt | 5 | 6 | 14 | -11 | 20 | nt
NS(=O)(=O)c1cc(C(=O)OCC(=O)NC2CC2)ccc1Cl | 0 | -4 | 5 | 10 | -5 | 0 | -1 | -5
O=C(OCc1nnc(-c2ccccc2)o1)c1cc(F)c(F)cc1Cl | -1 | -3 | 3 | -26 | 12 | 0 | -3 | 0
COc1ccc(C2=NN3C(=O)c4c(ccc(OC)c4OC)C3C2)cc1 (stereo not drawn) | -3 | 4 | 4 | -1 | -1 | 15 | 6 | 0
CCc1nnc(NS(=O)(=O)c2ccc(NS(=O)(=O)c3ccccc3[N+](=O)[O-])cc2)s1 | -2 | -30 | 1 | 3 | -2 | 3 | -9 | 0
CC(=O)NC(Cc1cc(C)ccc1C)C(=O)N1CCN(C(=O)c2ccc(Br)cc2)CC1 (stereo not drawn) | -3 | -9 | -5 | 25 | 13 | -26 | -8 | 24
O=C(NCc1cccc(Br)c1)C1CC(c2cc(C(F)(F)F)cc(C(F)(F)F)c2)=NO1 (stereo not drawn) | 5 | -8 | 7 | -52 | 4 | -6 | -2 | -4
Clc1ccc(-n2cccc2CN2CCc3c([nH]c4ccccc34)C2c2ccccn2)nc1 (stereo not drawn) | 0 | 7 | 5 | 23 | 10 | 12 | -41 | -3
COc1ccccc1C(=O)COC(=O)c1ccccc1OCC(=O)Nc1ccc(SC(F)F)cc1 | 3 | 4 | 10 | -16 | -4 | 5 | -2 | 5
CCN(CC)C(=O)CSc1nc2ccsc2c(=O)n1CCCC(=O)NCCc1ccc(S(N)(=O)=O)cc1 | -2 | 0 | -12 | 16 | 2 | 4 | -2 | -6
COc1ccc(C(=O)N/C(=C\c2cn(S(=O)(=O)N(C)C)c3ccccc23)C(=O)NCCCN2CCOCC2)cc1 | 1 | 2 | -12 | 5 | 9 | 12 | 2 | 9
O=C(CC(c1ccc(F)cc1)c1ccco1)N1CCCC1 (stereo not drawn) | -2 | -3 | -13 | 19 | 2 | -3 | -3 | -8
COCCNC(=O)c1ccc(C)c(NC(=O)C2=C(C)OCCS2)c1 | -4 | 7 | 3 | 1 | 4 | 3 | -1 | 5
Next results follow:
SMILES | APJ agonist | CXCR6 block | ATG4B inh | APJ antagonist | CCR6 antag | Gli-Sufu block | UBC13 polyUb | EBI2 antag
CCOC(=O)c1cnc2ccc(OCC)cc2c1NCc1ccccc1OC | -3 | 5 | 4 | -5 | 31 | 26 | 8 | 25
CCOc1cc(S(=O)(=O)NCC2OCCc3ccccc32)c(OCC)cc1-n1cnnn1 (stereo not drawn) | -1 | 7 | -17 | 14 | -9 | 1 | 10 | -9
O=C(NCCN1CCOCC1)c1noc2c1CCc1ccccc1-2 | -2 | 1 | -1 | -7 | -9 | -28 | -10 | -12
CCCC(=O)N(Cc1cc2ccccc2[nH]c1=O)c1ccccc1OC | 2 | -5 | -2 | 17 | -3 | -4 | -2 | -10
S=c1[nH]nc(Nc2cccc3ccccc23)s1 | 3 | -3 | 6 | -5 | -2 | 2 | -4 | -2
CCCCCCCNC(=O)C1(CC2CC(c3ccc(Cl)cc3)=NO2)CCN(C(=O)c2ccccc2)CC1 (stereo not drawn) | -3 | 22 | -6 | 7 | 6 | 15 | 2 | 8
N#Cc1ccc(N2C(=O)[C@@H]3C(C(=O)c4cnccn4)=NN[C@@H]3C2=O)cc1 | -6 | 11 | 0 | 6 | 14 | -6 | 4 | -3
CCN1C(=O)[C@H]2[C@@H](c3ccc(-c4ccc(C(C)=O)cc4)c(OC)c3)N3CCCC[C@@]3(C(=O)OC)[C@H]2C1=O | -3 | 7 | -15 | 6 | 11 | 3 | 6 | 11
COc1ccc(C(=O)Nc2sc3c(c2C#N)CCN(C(C)=O)C3)cc1 | -1 | -13 | -3 | 1 | -7 | -7 | -24 | -7
CCN=C1SC(C(=O)Nc2cccc(OCC)c2)CC(=O)N1CC (stereo not drawn) | 3 | -4 | -4 | 19 | 4 | -1 | -4 | -4
O=C(O)c1cc(N/N=C/c2ccc(N3CCOCC3)s2)ccc1Cl | 4 | -11 | 17 | -23 | 4 | -6 | -18 | -18
COc1ccccc1NC(=O)CCNS(=O)(=O)c1ccc2[nH]c(=O)oc2c1 | 2 | -7 | -7 | -10 | 4 | -15 | 2 | 0
O=C(c1cc(-c2ccc(Cl)cc2Cl)on1)N1CCCCCC1 | 2 | -4 | 10 | -2 | 20 | nt | -1 | 18

Reformatted: 6 of the compounds above.
Each structure is followed by: APJ agonist	CXCR6 block	ATG4B inh	APJ antagonist	CCR6 antag	Gli-Sufu block	UBC13 polyUb	EBI2 antag
> N#Cc1ccc(N2C(=O)[C@@H]3C(C(=O)c4cnccn4)=NN[C@@H]3C2=O)cc1
→ -6	11	0	6	14	-6	4	-3
> CCCC(=O)N(Cc1cc2ccccc2[nH]c1=O)c1ccccc1OC
→ 2	-5	-2	17	-3	-4	-2	-10
> COc1ccccc1NC(=O)CCNS(=O)(=O)c1ccc2[nH]c(=O)oc2c1
→ 2	-7	-7	-10	4	-15	2	0
> CCCCCCCNC(=O)C1(CC2CC(c3ccc(Cl)cc3)=NO2)CCN(C(=O)c2ccccc2)CC1 (stereo not drawn)
→ -3	22	-6	7	6	15	2	8
> CCN=C1SC(C(=O)Nc2cccc(OCC)c2)CC(=O)N1CC (stereo not drawn)
→ 3	-4	-4	19	4	-1	-4	-4
> O=C(NCCN1CCOCC1)c1noc2c1CCc1ccccc1-2
→ -2	1	-1	-7	-9	-28	-10	-12
